TRPC4 act – TRPC4 (mouse) channel activation; B-score at 10 µM; actives 0.49% (n = 310,000); Q9QUQ5; HEK293 TRPC4beta/mu-opioid, Fluo4 calcium fluorescence; hits give high values; AID 2237;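 active = B-score above 5 SD of library B-scores, and initial fluorescence ratio not above library mean plus 5 SD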;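 also: positive B-score marks a calcium rise read as TRPC4 activation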
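Incubation: 45 min room-temperature Fluo4 loading, 110 s read / System: HEK293 cells stably co-expressing mouse TRPC4beta and mu-opioid receptor / Signal: Fluo4 fluorescence, kinetic / Control set: buffer (low) and maximal DAMGO (high) / Measure: integrated baseline-normalised fluorescence ratio, converted to per-well B score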
TMEM16A act – mouse TMEM16A channel activation, primary screen; Q8BHY3; HEK293 TMEM16A/YFP-H148Q/I152L, iodide quench fluorescence; hits give low values; B-score at 10 µM; actives 0.3% (n = 340,000); AID 623877;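 active = fluorescence-ratio B-score plate-corrected deviation score at least 3 library SD below zero, with starting fluorescence score within 5 deviations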;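 also: channel opened by trigger with iodide after compound preincubation; score built on the fluorescence ratio of max minus min over baseline; more negative score means more quench and so TMEM16A activation or potentiation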
ANO1 block – mouse TMEM16A channel inhibition, primary screen; actives 1.2% (n = 310,000); Q8BHY3; AID 588511; HEK293 TMEM16A/YFP iodide influx fluorescence, ionomycin; normalized B-score (activity score, 25-100; higher = stronger inhibition) at 10 µM;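 active = ratio plate-corrected score three or more library SD toward inhibition, starting fluorescence score within five deviations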;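 also: score derived from kinetic fluorescence span divided by baseline fluorescence per well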
DYRK1A inh – Dyrk1A (rat) kinase inhibition; ADP-Glo luminescence, NFATc1 peptide; inhibition, % at 12.5 µM; actives 0.43% (n = 310,000); AID 504441; in the data active = inhibition above about 50%;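 also: plate controls were vehicle with enzyme for no effect and no enzyme for full effect; many of its hits are not listed in these tables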
HDAC3 inhib – blocks human histone deacetylase 3; O15379; recombinant HDAC3, fluorogenic peptide/trypsin coupled, fluorescence; inhibition, % at 8.3 µM; actives 0.15% (n = 320,000); AID 2718; in the data active = inhibition above about 26%, passing the limit was not always enough; inconclusive = no clear call, values can overlap the other calls
Target sequence (O15379 whole entry, looked up): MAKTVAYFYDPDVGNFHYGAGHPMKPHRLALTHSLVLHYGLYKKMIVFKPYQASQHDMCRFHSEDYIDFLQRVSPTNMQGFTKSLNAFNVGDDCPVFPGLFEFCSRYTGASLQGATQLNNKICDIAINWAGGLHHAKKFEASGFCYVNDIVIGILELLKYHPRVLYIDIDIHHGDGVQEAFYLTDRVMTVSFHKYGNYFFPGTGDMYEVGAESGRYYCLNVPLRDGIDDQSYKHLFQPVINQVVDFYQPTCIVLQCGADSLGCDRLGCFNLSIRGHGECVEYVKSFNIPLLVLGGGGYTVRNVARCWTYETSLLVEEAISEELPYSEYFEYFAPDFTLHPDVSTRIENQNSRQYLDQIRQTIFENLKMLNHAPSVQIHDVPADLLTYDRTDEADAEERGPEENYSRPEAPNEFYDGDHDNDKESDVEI
hERG rescue – compounds protecting human hERG from proarrhythmic drug block | activation (rescue from dofetilide block), less the hit threshold, % at 10 µM | actives 0.51% (n = 310,000) | Q12809 | CHO-hERG, FluxOR thallium flux, dofetilide IC70 present;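 active = activation above the mean of controls blocked by dofetilide plus 5 SD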;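 also: thallium influx through hERG after potassium depolarization seen as dye fluorescence rise; in these data hits start at about 4.7%; inactives centre near -7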
KCNQ1 block – blocks the human KCNQ1 potassium channel | B-score at 10 µM | P51787 | CHO-K1 KCNQ1, FluxOR thallium flux fluorescence; hits give high values | actives 1.3% (n = 310,000);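 active = compounds whose thallium flux B-score, printed positive for inhibition, exceeds three library SD while starting fluorescence stays within three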;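 also: channel opened by potassium depolarization with thallium stimulus after 20 min compound exposure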
KCNQ1 act – potentiators or activators of human KCNQ1 potassium channel; P51787; actives 0.35% (n = 310,000); B-score at 10 µM; CHO-K1 KCNQ1, thallium flux FluxOR fluorescence; hits give high values;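 active = fluorescence ratio B-score, a plate-corrected score, at least three library SD, with initial intensity B-score within 5 SD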
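Doses: Single concentration per compound, DMSO matched to controls | Test system: KCNQ1-transfected CHO-K1 cells | Timing: 90 min dye loading and 20 min compound exposure, both at room temperature | Measured by: Kinetic FluxOR thallium fluorescence, 10-s 1-Hz baseline, 110-s post-stimulus read | Medium: Assay buffer with matched DMSO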
KCNK9 block – human KCNK9 channel inhibition; HEK293 KCNK9, FluxOR thallium flux fluorescence; hits give low values; actives 1.2% (n = 310,000); B-score at 10 µM; Q9NPC2;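 active = ratio B-score over 3 SD below the library mean, with starting fluorescence within 5 SD of its mean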;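 also: negative B-score means less thallium flux so channel inhibition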
KCNK3 block – human KCNK3 channel inhibition, primary screen; O14649; CHO-KCNK3 thallium flux, FluxOR fluorescence; hits give low values; B-score at 10 µM; actives 0.84% (n = 340,000);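 active = B-score under library mean minus 4 SD, starting fluorescence ratio at most library mean plus 5 SD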;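 also: more negative B-score means stronger inhibition of thallium flux through KCNK3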
Target sequence (O14649 whole entry, looked up): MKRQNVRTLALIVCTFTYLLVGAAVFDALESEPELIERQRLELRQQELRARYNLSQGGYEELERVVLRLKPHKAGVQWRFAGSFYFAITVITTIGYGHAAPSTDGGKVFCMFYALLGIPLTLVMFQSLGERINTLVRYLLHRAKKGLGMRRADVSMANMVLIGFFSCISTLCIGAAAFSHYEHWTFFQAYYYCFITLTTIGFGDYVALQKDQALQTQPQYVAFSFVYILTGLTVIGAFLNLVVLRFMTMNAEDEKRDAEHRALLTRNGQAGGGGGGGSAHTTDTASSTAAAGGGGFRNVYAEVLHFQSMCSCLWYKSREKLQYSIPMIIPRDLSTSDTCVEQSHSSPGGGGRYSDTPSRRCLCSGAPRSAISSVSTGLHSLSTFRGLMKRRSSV
TRPC4 potent – TRPC4 (mouse) allosteric potentiation; Q9QUQ5; HEK293 TRPC4beta/mu-opioid, DAMGO EC20, Fluo-4 Ca2+ flux; hits give high values; B-score at 10 µM; actives 0.42% (n = 310,000); AID 2227;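 active = B-score of calcium response area above 5 SD of library B-scores, with initial fluorescence ratio within 5 SD of library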;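 also: B-score of integrated fluorescence ratio over time as area under calcium response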
The depositor's hits bear a star; i = inactive; ? = inconclusive; . = no result given. These rows are one share of the data. The share of hits here may be higher or lower than overall.

SMILES	TRPC4 act	TMEM16A act	ANO1 block	DYRK1A inh	HDAC3 inhib	hERG rescue	KCNQ1 block	KCNQ1 act	KCNK9 block	KCNK3 block	TRPC4 potent
Cc1cnc(NC(=O)CN2CCN(c3ccccn3)CC2)s1	i	i	i	2	0	-2	i	i	i	i	i
COC(=O)C(NC(C)=O)(Nc1nc2c(C)cc(C)cc2s1)C(F)(F)F (configuration not stated)	i	i	i	-41	3	-7	i	i	i	i	i
COc1cc(/C=C(/C(=O)O)c2ccc(-c3ccccc3)cc2)cc(OC)c1OC	i	i	i	7	-1	-7	i	i	i	i	i
COc1cc(-c2cc(C(=O)Nc3cccc(S(=O)(=O)N(C)C)c3)c3ccccc3n2)cc(OC)c1OC	i	i	i	-7	10	-3	i	i	i	i	i
CN(C)c1cccc(C(=O)NNC(=S)NC2CCCC2)c1	i	i	i	3	-4	-1	i	i	i	i	i
CCNC(=S)NNC(=O)c1csc2c1CCCC2	i	i	i	10	-1	-10	i	i	i	i	i
CCCC(=Nc1ccccc1OC)C1=C(O)CC(c2ccccc2)CC1=O (configuration not stated)	i	i	i	-5	0	-8	i	i	i	i	i
CNC(=O)CCC(=O)Nc1ccc(C(=O)OC)cc1	i	i	i	6	1	-8	i	i	i	i	i
OC(Cn1cncn1)(c1ccccc1)c1ccccc1	i	i	i	-13	-4	-8	i	i	i	i	i
CCC1Oc2ccccc2N(CC(=O)NC2CCCC2)C1=O (configuration not stated)	i	i	i	4	-6	-6	i	i	i	i	i
Cn1c(N)c(C(=O)c2ccc(F)cc2F)c(=O)n(C)c1=O	i	i	i	-1	-5	-7	i	i	i	i	i
N#Cc1nc(COc2ccc(Br)cc2)oc1NCCCn1ccnc1	i	i	i	-5	-1	1	i	i	i	i	i
CC(C)CCNC(=O)C1CCCN1C(=O)NC1CCCCC1 (configuration not stated)	i	i	i	2	4	-6	i	i	i	i	i
COc1ccc(Nc2nccc3c2nnn3C)cc1	i	i	i	5	2	-8	i	i	i	i	i
COc1ccc(CCN=C(N)NS(=O)(=O)c2cccs2)cc1	i	i	i	-3	1	-8	i	i	i	i	i

Twelve entries from above, with values under each structure.
Below each compound – TRPC4 act	TMEM16A act	ANO1 block	DYRK1A inh	HDAC3 inhib	hERG rescue	KCNQ1 block	KCNQ1 act	KCNK9 block	KCNK3 block	TRPC4 potent
> Cc1cnc(NC(=O)CN2CCN(c3ccccn3)CC2)s1
    i	i	i	2	0	-2	i	i	i	i	i
> COC(=O)C(NC(C)=O)(Nc1nc2c(C)cc(C)cc2s1)C(F)(F)F (configuration not stated)
    i	i	i	-41	3	-7	i	i	i	i	i
> COc1cc(/C=C(/C(=O)O)c2ccc(-c3ccccc3)cc2)cc(OC)c1OC
    i	i	i	7	-1	-7	i	i	i	i	i
> COc1cc(-c2cc(C(=O)Nc3cccc(S(=O)(=O)N(C)C)c3)c3ccccc3n2)cc(OC)c1OC
    i	i	i	-7	10	-3	i	i	i	i	i
> CN(C)c1cccc(C(=O)NNC(=S)NC2CCCC2)c1
    i	i	i	3	-4	-1	i	i	i	i	i
> CCNC(=S)NNC(=O)c1csc2c1CCCC2
    i	i	i	10	-1	-10	i	i	i	i	i
> CCCC(=Nc1ccccc1OC)C1=C(O)CC(c2ccccc2)CC1=O (configuration not stated)
    i	i	i	-5	0	-8	i	i	i	i	i
> CNC(=O)CCC(=O)Nc1ccc(C(=O)OC)cc1
    i	i	i	6	1	-8	i	i	i	i	i
> OC(Cn1cncn1)(c1ccccc1)c1ccccc1
    i	i	i	-13	-4	-8	i	i	i	i	i
> CCC1Oc2ccccc2N(CC(=O)NC2CCCC2)C1=O (configuration not stated)
    i	i	i	4	-6	-6	i	i	i	i	i
> Cn1c(N)c(C(=O)c2ccc(F)cc2F)c(=O)n(C)c1=O
    i	i	i	-1	-5	-7	i	i	i	i	i
> N#Cc1nc(COc2ccc(Br)cc2)oc1NCCCn1ccnc1
    i	i	i	-5	-1	1	i	i	i	i	i

More entries:
SMILES	TRPC4 act	TMEM16A act	ANO1 block	DYRK1A inh	HDAC3 inhib	hERG rescue	KCNQ1 block	KCNQ1 act	KCNK9 block	KCNK3 block	TRPC4 potent
CCCc1cc(C(=O)Nc2cc(C)nn2-c2ccccc2)no1	i	i	i	-8	-7	-10	i	i	i	i	i
O=C1C2C3CC(C(Br)C3Br)C2C(=O)N1c1ccccn1 (configuration not stated)	i	i	i	7	9	-13	i	i	i	i	i
O=C(CN1C(=O)S/C(=C\c2ccc(Cl)cc2)C1=O)NCCCn1ccnc1	i	i	i	2	2	-11	i	i	i	i	i
Cc1nc(NC(C)c2ccccc2)c2oc3ccccc3c2n1 (configuration not stated)	i	i	i	4	5	-15	i	i	i	i	i
NS(=O)(=O)c1cccc(NC(=O)CSc2nc3ccc(Cl)cc3[nH]2)c1	i	i	i	.	-4	-6	i	i	i	i	i
CCOC(=O)N1CC=C2C(C#N)=C(N)C(C#N)(C#N)[C@H](c3ccccc3OCC)[C@H]2C1	i	i	i	8	-2	-10	i	i	i	i	i
COC(=O)C(C(=O)OC)c1ccc(-n2cccc2)cc1	i	i	i	0	-7	-7	i	i	i	i	i
S=C(NCc1ccco1)Nc1cc(-c2ccccc2)[nH]n1	i	i	i	-5	3	-8	i	i	i	i	i
Cc1ccccc1C(=O)N1CCC(C(=O)O)CC1	i	i	i	3	3	-9	i	i	i	i	i
CCCc1nc2ccc(NC(C)=O)cc2c(=O)n1Cc1cccc(Cl)c1	i	i	i	6	1	-9	i	i	i	i	i
CCOC(=O)c1ccc(CNCc2ccc(Br)cc2)cc1	i	i	i	14	4	-7	i	i	i	i	i
COc1ccc(CCN2CC(C(=O)N(C)CCc3cn[nH]c3)CCC2=O)cc1 (configuration not stated)	i	i	.	-1	.	-11	i	i	i	i	i
CN1CCN(C2=C(Cl)C(=O)N(c3cccc(Cl)c3)C2=O)CC1	i	i	i	0	2	-14	i	i	i	i	i
CN(C)/C=C1/N=C(c2ccccc2)OC1=O	i	i	i	18	6	-3	i	i	i	i	i
CCSC1=C(C#N)C(c2ccccc2OC)CC(=O)N1 (configuration not stated)	i	i	i	5	1	-21	i	i	i	i	i
C/C(=N\NC(=O)c1c(Cl)cnn1C)c1cccnc1	i	i	.	.	.	-6	i	i	i	i	i
CC(C)[C@H](NS(=O)(=O)c1ccc2c(c1)OCCO2)C(=O)OCC(=O)Nc1cc(Cl)ccc1Cl	i	i	i	1	5	-22	i	i	i	i	i
CC(C)(O)C#Cc1ccc(C(=O)NCc2ccccc2)s1	i	i	i	1	-1	-7	i	i	i	i	i
Cc1cc(C(=O)Nc2c(C)n(C)n(-c3ccccc3)c2=O)c2ccccc2n1	i	i	i	-1	2	-9	i	i	i	i	i
CCOc1ccc(C(=O)NC2CC(C)(C)NC(C)(C)C2)cc1	i	i	i	-6	0	-8	i	i	i	i	i
CCC(CC)n1[nH]c(=O)cc1N	i	i	i	-9	-1	-4	i	i	i	i	i
COc1ccc(OCC(=O)NNC(=O)c2cccs2)cc1	i	i	i	-3	-3	-8	i	i	i	i	i
Cn1cc(CN2CCCC(C(=O)Nc3ccc(-c4cccc(F)c4)cc3)C2)cn1 (configuration not stated)	i	i	i	.	4	-16	i	i	i	i	i
COc1ccc(-n2nc3cc(C)c(NC(C)=O)cc3n2)cc1	i	i	i	0	-32	-4	i	i	i	i	i
CN(c1ccc(OCC(=O)O)cc1)S(=O)(=O)c1ccc2ccccc2c1	i	i	i	-1	-4	-3	i	i	i	i	i
CC(C)C(=O)NC(c1ccccc1)c1cc([N+](=O)[O-])c2cccnc2c1O (configuration not stated)	i	i	i	-4	1	-7	i	i	i	i	i
Cc1cc(=O)n2cccc(O)c2n1	i	i	i	0	3	-6	i	i	i	i	i
CCCCNC(=S)N(C)N=C1CCC(c2ccccc2)CC1 (configuration not stated)	i	i	i	1	15	-19	i	i	i	i	i
Cn1c(=O)c2ncn(CC(=O)O)c2n(C)c1=O	i	i	i	-2	0	-8	i	i	i	i	i
CCOc1ccc(CC(=O)C2=C(N3CCOCC3)CC(C)(C)CC2=O)cc1OCC	i	i	i	1	-3	0	i	i	i	i	i
S=C1SCN(Cc2cccnc2)CN1Cc1ccccc1	i	i	i	3	2	-4	i	i	i	i	i
O=[N+]([O-])c1ccc2cn[nH]c2c1	i	i	i	34	-3	-4	i	i	i	i	i
C=CCn1c(CCC(=O)Nc2ccc(C)c(Cl)c2)nnc1SCC(=O)Nc1ccccc1C	i	i	i	3	-2	-10	i	i	i	i	i
CCCc1cc(=O)n2[nH]c(NCc3cccs3)nc2n1	i	i	i	7	4	-14	i	i	i	i	i
Cc1c(NC(=O)CN2c3cccc4cccc(c34)S2(=O)=O)c(=O)n(-c2ccccc2)n1C	i	i	i	-2	-6	-3	i	i	i	i	i
COc1ccc(-n2c(CCc3ccccc3)nnc2SCC(=O)NCc2ccccc2)cc1	i	i	i	1	-1	-16	i	i	i	i	i
CN1C(=O)/C(=N/OC(=O)c2ccccc2Br)c2ccccc21	i	i	i	-3	2	-10	i	i	i	i	i
Cc1ccc(C(=O)NC(=S)Nc2ccccc2C(F)(F)F)cc1C	i	i	i	-3	?	-3	i	i	i	i	i

High-throughput results from PubChem.
